NR2F2 inh: blocks human COUP-TFII nuclear receptor | HEK293T NGFI-A luciferase reporter, luminescence | 370,000 tested, 0.7% active | P24468 | inhibition, % at 8.6 µM;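 active = inhibition above a per-plate cutoff, mean inhibition of test wells between control levels plus 3 SD, cut at about 38% in these data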;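 note: cells cotransfected with COUP-TFII expression vector driving the NGFI-A reporter; 0% = median of COUP-TF2 test wells and 100% = reporter-only cells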
SRC1 inh: inhibitors of human steroid receptor coactivator 1 (SRC1). Q15788. HEK293 GAL4-SRC1 luciferase reporter, luminescence. inhibition, % at 3.6 µM. 360,000 tested, 0.12% active. AID 588354;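 active = inhibition above the campaign mean plus 3 SD, with each screening campaign given its own cutoff, cut at about 60% in these data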;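 note: 0% = DMSO treated cells and 100% = gossypol at 36 µM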
SRC2 inh: human SRC2 (NCOA2) inhibition; inhibition, % at 9 µM; 370,000 tested, 0.17% active; HEK293 GAL4-SRC2 luciferase reporter, luminescence; Q15596;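 active = inhibition above the mean inhibition of all tested compounds plus 3 SD, set per campaign, cut at about 52% in these data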;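 note: 0% = DMSO treated cells and 100% = cells given Gossypol at 36 µM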
TRAIL sens C8: sensitizes caspase-8 expressing cells to TRAIL. NB7+C8 cells + TRAIL, ATPlite viability luminescence. inhibition (viability loss, TRAIL sensitization), % at 10 µM. AID 624354. 360,000 tested, 1% active;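 active = compounds causing at least 50% loss of cell viability in the single-dose screen, relative to plate controls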
LRH-1 inv ag: suppresses constitutive activity of human LRH-1; HEK293T StAR-luciferase reporter, LRH-1 transfected, 24 h; inhibition, % at 3.6 µM; 360,000 tested, 0.13% active; AID 602396;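 active = inhibition above the mean inhibition of all tested compounds plus 3 SD, cut at about 73% in these data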;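 note: 0% = DMSO wells and 100% = reporter-only cells lacking LRH-1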
CF NFkB block: inhibitors of cystic fibrosis induced NF-kB | AID 588850 | inhibition, % at 5 µM | 360,000 tested, 0.86% active | KKLEB NF-kB-GFP reporter, PAF-induced, GFP fluorescence overnight;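 active = at least 50% inhibition at 5 µM, scaled per plate between neutral and stimulator controls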;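 note: PAF is a Pseudomonas aeruginosa culture filtrate used as stimulus; plate controls were PAF-stimulated DMSO wells for no effect and unstimulated DMSO wells for full effect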
TROY signal inh: inhibitors of TROY-dependent NF-kB signaling; Q293 LMP1-TROYcd NF-kB luciferase reporter, 4 h; inhibition, % at 10 µM; 360,000 tested, 0.98% active;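 active = compounds whose plate-normalised and pattern-corrected inhibition of the luciferase reporter signal at the single screening dose is 50% or more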
KKLEB cytotox: CF airway cell cytotoxicity counter-screen. KKLEB CF airway cells viability, ATPlite luminescence, overnight; hits give low values; cells stimulated with P. aeruginosa culture filtrate. activity change (cytotoxicity), % at 5 µM. 360,000 tested, 0.36% active;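 active = corrected activity change at or below -50% at 5 µM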
TWEAK-Fn14 inh: blocks TWEAK-Fn14 interaction in a reporter cell assay; inhibition, % at 10 µM; AID 1159606; 360,000 tested, 2% active; TWEAK-stimulated Fn14 reporter cells, luciferase luminescence, 8 h; in the data active = inhibition above about 50%
SRC3 inh: inhibitors of human steroid receptor coactivator 3 (SRC3) | Q9Y6Q9 | HEK293 GAL4-SRC3 luciferase reporter, luminescence | inhibition, % at 3.6 µM | 360,000 tested, 0.17% active;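 active = inhibition above a per-campaign cutoff, the mean of all compounds plus 3 SD, cut at about 60% in these data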;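 note: 0% = DMSO-treated cells and 100% = gossypol-treated cells at 36 µM; higher means less SRC3-driven luciferase light from the GAL4 reporter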
Target sequence (Q9Y6Q9 whole entry, looked up, the tested form may be a part): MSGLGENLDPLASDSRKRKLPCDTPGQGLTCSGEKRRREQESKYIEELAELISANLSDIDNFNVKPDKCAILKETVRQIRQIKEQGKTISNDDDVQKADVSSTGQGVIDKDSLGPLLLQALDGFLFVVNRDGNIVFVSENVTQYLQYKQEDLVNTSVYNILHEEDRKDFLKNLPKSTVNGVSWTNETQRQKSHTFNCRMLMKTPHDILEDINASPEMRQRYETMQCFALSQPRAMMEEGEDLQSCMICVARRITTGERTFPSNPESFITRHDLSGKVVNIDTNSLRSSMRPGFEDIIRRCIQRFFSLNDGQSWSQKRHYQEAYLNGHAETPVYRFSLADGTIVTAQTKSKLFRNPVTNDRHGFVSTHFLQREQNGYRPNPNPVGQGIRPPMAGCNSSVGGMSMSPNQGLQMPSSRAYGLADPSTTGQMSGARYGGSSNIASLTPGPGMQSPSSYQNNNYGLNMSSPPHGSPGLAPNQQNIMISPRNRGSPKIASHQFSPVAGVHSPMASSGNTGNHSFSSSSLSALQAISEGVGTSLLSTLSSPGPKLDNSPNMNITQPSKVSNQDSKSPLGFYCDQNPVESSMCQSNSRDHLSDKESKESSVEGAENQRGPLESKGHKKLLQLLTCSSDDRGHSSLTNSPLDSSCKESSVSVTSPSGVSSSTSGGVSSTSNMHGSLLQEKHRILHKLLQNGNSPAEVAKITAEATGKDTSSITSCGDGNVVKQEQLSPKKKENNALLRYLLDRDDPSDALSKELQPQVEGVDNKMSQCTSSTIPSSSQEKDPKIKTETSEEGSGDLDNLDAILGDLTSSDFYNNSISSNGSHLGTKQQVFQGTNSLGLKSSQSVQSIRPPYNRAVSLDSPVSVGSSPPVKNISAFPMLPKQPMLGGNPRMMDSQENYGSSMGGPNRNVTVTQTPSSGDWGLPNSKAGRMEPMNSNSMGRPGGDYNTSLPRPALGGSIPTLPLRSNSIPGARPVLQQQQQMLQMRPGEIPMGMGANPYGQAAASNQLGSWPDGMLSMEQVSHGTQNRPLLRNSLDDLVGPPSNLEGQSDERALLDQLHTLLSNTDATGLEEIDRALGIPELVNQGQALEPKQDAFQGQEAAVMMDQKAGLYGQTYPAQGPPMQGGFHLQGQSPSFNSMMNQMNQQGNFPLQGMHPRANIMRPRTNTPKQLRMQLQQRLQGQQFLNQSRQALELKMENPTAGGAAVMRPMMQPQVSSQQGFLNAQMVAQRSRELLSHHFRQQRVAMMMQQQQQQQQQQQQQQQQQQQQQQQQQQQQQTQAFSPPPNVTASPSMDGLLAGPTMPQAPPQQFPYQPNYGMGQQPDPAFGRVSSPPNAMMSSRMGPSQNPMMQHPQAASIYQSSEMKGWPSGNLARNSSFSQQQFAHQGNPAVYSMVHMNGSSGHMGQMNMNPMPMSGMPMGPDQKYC
EBV LMP1 NFkB: inhibitors of Epstein-Barr LMP1-induced NF-kappaB reporter. LMP1-induced NF-kappaB luciferase reporter cells, luminescence. inhibition, % at 12.5 µM. 350,000 tested, 0.69% active. AID 504558; in the data active = inhibition above about 41%;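 note: 0% = neutral control wells and 100% = reference inhibitor control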
Starred values were filed as active, the others as inactive; . = not tested or not shown.

1. COC(=O)c1sccc1NC(=S)Nc1ccc(C)cc1
2. O=C(Cc1cccs1)N/N=C\c1ccc([N+](=O)[O-])s1
3. C=C(C)Cn1c(-c2cccs2)n[nH]c1=S
4. COc1ccc(OCC(=O)Nc2ccccc2C(=O)N2CCCC2)cc1
5. CCCS(=O)(=O)NC(=O)C1(C)CCN(C(=O)c2ccc(C(F)(F)F)nc2C)C1 (stereo not drawn)
6. O=C(Nn1c(-c2ccccc2)nc2ccccc2c1=O)c1cccs1

entry no.	1	2	3	4	5	6
NR2F2 inh	2	-18	25	8	.	4
SRC1 inh	-11	13	0	-5	-7	9
SRC2 inh	-16	7	10	-5	.	-3
TRAIL sens C8	-5	24	8	-1	-4	20
LRH-1 inv ag	0	41	-5	14	-9	-14
CF NFkB block	-25	5	1	-5	3	19
TROY signal inh	-36	-9	-6	2	-6	-3
KKLEB cytotox	13	6	10	6	-2	3
TWEAK-Fn14 inh	0	4	10	0	2	10
SRC3 inh	10	22	9	9	3	13
EBV LMP1 NFkB	0	-6	-2	2	.	0

7. COc1ccc(CN2CC(COCc3ccccc3)Oc3ccccc3S2(=O)=O)cc1 (stereo not drawn)
8. O=S(=O)(N(Cc1ccccc1)[C@H](CO)Cc1ccccc1)N(Cc1ccccc1)[C@H](CO)Cc1ccccc1
9. CC(c1ccccc1)n1cc(C(=O)NCc2ccncc2)nn1 (stereo not drawn)
10. Cc1cccc(OCC(=O)NCC(=O)N/N=C/c2cccnc2)c1
11. COc1cn(-c2ccccc2)nc1C(=O)NCc1ccc(C)cc1
12. Cn1cccc1/C=C(/C#N)c1ccc(F)cc1

entry no.	7	8	9	10	11	12
NR2F2 inh	-5	-9	6	-3	-1	5
SRC1 inh	4	6	0	13	-4	-11
SRC2 inh	0	5	11	20	-8	6
TRAIL sens C8	23	-17	7	18	-12	-1
LRH-1 inv ag	9	4	-3	15	14	-12
CF NFkB block	5	30	-4	0	8	4
TROY signal inh	-8	-8	6	-3	6	-2
KKLEB cytotox	-13	-23	-8	-5	-6	1
TWEAK-Fn14 inh	-9	-34	-13	8	-21	-15
SRC3 inh	15	8	-4	-12	3	20
EBV LMP1 NFkB	-19	7	5	2	1	7

13. CCOC(=O)C1CCN(C(=O)CSCCSCC(=O)N2CCC(C(=O)OCC)CC2)CC1
14. O=S(=O)(Oc1ccc(Cl)cc1)c1cccc2cccnc12
15. CC(=O)NCCc1ccc(C(=O)COC(=O)c2cccs2)cc1
16. CCC(=O)NNc1nc2c(C)cc(C)cc2s1
17. COc1ccc(CC(=O)NC2CC(C)(C)NC(C)(C)C2)cc1OC
18. CC1(C)CC(=O)C2=C(C1)N(c1ccc(F)cc1)C(=O)CC2c1cccnc1 (stereo not drawn)

entry no.	13	14	15	16	17	18
NR2F2 inh	4	-26	-8	6	14	-8
SRC1 inh	5	-23	-36	-5	-5	-6
SRC2 inh	6	-39	-23	-4	7	-21
TRAIL sens C8	-5	5	19	4	-5	11
LRH-1 inv ag	30	-4	-4	-1	-2	8
CF NFkB block	5	-2	3	18	0	17
TROY signal inh	8	-49	48	-15	0	2
KKLEB cytotox	-19	-6	-12	1	0	4
TWEAK-Fn14 inh	-1	-14	61*	-6	1	-20
SRC3 inh	3	-8	-8	-3	-5	-4
EBV LMP1 NFkB	-1	.	-7	-5	10	-4

19. CN(C)c1ccc(/C=C/c2ccc3c4ccccc4ccc3[n+]2-c2ccccc2)cc1
20. COc1ccc(C(=O)NC(C)CCc2ccccc2)cc1 (stereo not drawn)
21. CCN(CC(=O)NCc1cccs1)C(=O)c1cc(S(=O)(=O)NCc2ccccc2)ccc1C
22. O=C(NCc1ccco1)c1ccccc1O
23. CCOC(=O)c1ccc(NC(=O)c2nc[nH]c2C(=O)N(CC)CC)cc1
24. CCCc1nnc(NC(=O)CN2CCOCC2)s1

entry no.	19	20	21	22	23	24
NR2F2 inh	85*	3	0	-1	-4	10
SRC1 inh	71*	9	-6	2	-4	-6
SRC2 inh	-25	-26	-5	6	-8	9
TRAIL sens C8	63*	5	15	-14	9	-7
LRH-1 inv ag	91*	-1	13	-22	9	5
CF NFkB block	-131	-5	14	-13	-10	8
TROY signal inh	72*	-50	-1	2	-8	2
KKLEB cytotox	-10	5	4	-4	10	-2
TWEAK-Fn14 inh	74*	-8	2	18	-19	-1
SRC3 inh	77*	-14	-8	7	-11	1
EBV LMP1 NFkB	-19	-12	6	-7	-3	9

Only SRC1 inh, for 2 of the compounds above:
| cpd | mol | SRC1 inh |
| --- | --- | --- |
| 1 | COC(=O)c1sccc1NC(=S)Nc1ccc(C)cc1 | -11 |
| 2 | O=C(Cc1cccs1)N/N=C\c1ccc([N+](=O)[O-])s1 | 13 |

Carrying on:
25. CCC(=O)c1cc(F)c(N2CCN(C(=O)Cc3ccccc3)CC2)cc1C
26. Cc1cc2nc(-c3nnnn3C3CCCCC3)c(=O)[nH]c2cc1C
27. NNC(=O)c1ccc(N2CCc3ccccc32)c([N+](=O)[O-])c1
28. CCc1cccc(NC(=O)Cn2ncn3c(cc4ccccc43)c2=O)c1
29. COC(=O)c1nc2n(n1)C(c1ccc(OC)c(OC)c1OC)C1=C(CCCC1=O)N2 (stereo not drawn)
30. Cc1c(N=C2C(=O)Nc3ccccc32)c(=O)n(-c2ccccc2)n1C

entry no.	25	26	27	28	29	30
NR2F2 inh	1	-5	-14	5	1	-9
SRC1 inh	-14	.	5	-5	-6	9
SRC2 inh	-16	-5	7	1	-11	-4
TRAIL sens C8	8	-10	-5	-19	4	-14
LRH-1 inv ag	26	5	11	10	-8	11
CF NFkB block	1	.	-26	-25	0	13
TROY signal inh	4	-6	9	16	-5	7
KKLEB cytotox	-12	.	8	4	6	-1
TWEAK-Fn14 inh	2	11	-11	-4	18	10
SRC3 inh	17	.	10	16	-4	-4
EBV LMP1 NFkB	6	.	-4	-4	-8	-3

31. COc1cc(/C=C2/NC(=O)N(Cc3ccccc3F)C2=O)ccc1O
32. COC(=O)C(O)(CC(=O)Nc1cccc(SC)c1)C(F)(F)F (stereo not drawn)
33. CCOC(=O)N1CCN(CC(O)COc2ccc(C)cc2C(C)(C)C)CC1 (stereo not drawn)
34. CCOc1ccccc1C(=O)N[C@H](C(=O)Nc1cc(S(=O)(=O)N(C)C)ccc1OC)C(C)C
35. CC1=[N+]([O-])C(N2CCOCC2)C(O)(c2ccccc2)C1 (stereo not drawn)
36. COc1ccc2c(c1)c(C(=O)O)c(C)n2-c1ccccc1

entry no.	31	32	33	34	35	36
NR2F2 inh	4	0	-2	12	5	-17
SRC1 inh	-50	-25	0	16	3	-19
SRC2 inh	-5	4	4	-38	-13	-43
TRAIL sens C8	23	-1	7	11	-14	-11
LRH-1 inv ag	-38	-10	-20	9	6	5
CF NFkB block	-16	12	3	12	6	1
TROY signal inh	-6	9	10	9	-15	4
KKLEB cytotox	-10	-9	-12	-4	1	-1
TWEAK-Fn14 inh	30	1	-8	-6	-2	-16
SRC3 inh	6	20	9	5	18	14
EBV LMP1 NFkB	-2	10	6	-7	-5	2

37. CN(CCO)C(=O)C1CCN(c2ncc(C(F)(F)F)cc2Cl)CC1
38. CCOc1ccc(Nc2nc(NCCN3CCOCC3)nc(OC)n2)cc1
39. Cc1ccc(SCC(=O)OCC(=O)N(CC(C)C)c2c(N)n(Cc3ccccc3)c(=O)[nH]c2=O)cc1C
40. COc1ccc(-n2nnnc2SCC(=O)N2CCCc3ccccc32)cc1OC
41. CCCNC(=O)CCc1c(C)nc2nc(-c3cc(OC)cc(OC)c3)nn2c1C
42. Cc1ccc(Oc2ncccc2/C=N/OCc2ccc(Cl)cc2Cl)cc1

entry no.	37	38	39	40	41	42
NR2F2 inh	-8	-6	4	1	-10	11
SRC1 inh	-12	-3	4	-55	-7	-18
SRC2 inh	11	-8	4	-20	-35	-15
TRAIL sens C8	2	-7	-13	4	-8	3
LRH-1 inv ag	-8	14	16	-12	-4	3
CF NFkB block	5	1	15	10	-4	8
TROY signal inh	-1	3	-9	8	-11	-9
KKLEB cytotox	1	5	6	-10	3	-5
TWEAK-Fn14 inh	2	7	-19	1	-2	1
SRC3 inh	9	12	14	12	-3	-8
EBV LMP1 NFkB	-2	-4	9	12	-12	-6

43. COc1ccc(OC)c(C=NNC(=O)c2ccccc2NS(=O)(=O)c2cccs2)c1
44. Cc1ccc(NC(=O)CCN2CCN(CCO)CC2)cc1
45. COC(=O)C1=C(C)N(Cc2ccccc2)C(=NCc2ccccc2)N[C@H]1c1cccc(F)c1
46. COC(=O)COc1nsnc1N1CCOCC1
47. COc1ccc(CNC(=O)C2CCN(C(=O)c3csc(Nc4ccc(C)cc4)n3)CC2)cc1
48. C=CCN(c1ccccc1OC)S(=O)(=O)c1cccc(C(=O)OC2CCOC2=O)c1 (stereo not drawn)

entry no.	43	44	45	46	47	48
NR2F2 inh	9	-6	-1	-7	21	10
SRC1 inh	2	-6	9	-43	-4	-1
SRC2 inh	-9	-18	-13	-29	-10	-6
TRAIL sens C8	-2	18	38	-5	9	-14
LRH-1 inv ag	22	-11	5	0	3	12
CF NFkB block	6	-4	29	-4	-3	-20
TROY signal inh	-10	-1	-10	-4	14	2
KKLEB cytotox	-15	4	-15	-2	7	-5
TWEAK-Fn14 inh	-21	-2	-1	3	26	5
SRC3 inh	12	-38	14	14	-4	-12
EBV LMP1 NFkB	3	5	2	-1	-5	6

Overlap with the part before: four entries; new compounds follow.
45. COC(=O)C1=C(C)N(Cc2ccccc2)C(=NCc2ccccc2)N[C@H]1c1cccc(F)c1
46. COC(=O)COc1nsnc1N1CCOCC1
47. COc1ccc(CNC(=O)C2CCN(C(=O)c3csc(Nc4ccc(C)cc4)n3)CC2)cc1
48. C=CCN(c1ccccc1OC)S(=O)(=O)c1cccc(C(=O)OC2CCOC2=O)c1 (stereo not drawn)
49. CN1C(=O)c2cccc3c(N(C)C)ccc(c23)C1=O
50. O=C(CN1CCN(Cc2ccccc2F)C1=O)NCc1cccnc1
51. Cc1ccc2oc3c(SCc4nc5ccccc5[nH]4)nc(C)nc3c2c1
52. Cc1ccc(CNC(=S)NCc2ccncc2)cc1
53. C(=Cc1c[nH]c2ccccc12)c1ccc2ccccc2n1
54. Cc1nc(CS(=O)(=O)c2ccc(Cl)cc2)cc(Sc2ccccc2Cl)n1
55. O=C(CSc1ccccn1)Nc1ccc2c(c1)C(=O)c1ccccc1C2=O
56. Cc1nn(Cc2ccccc2)c(C)c1NC(=O)c1cc(-c2ccc3c(c2)OCO3)on1

entry no.	45	46	47	48	49	50	51	52	53	54	55	56
NR2F2 inh	-1	-7	21	10	-10	-1	-4	14	-55	-13	-14	16
SRC1 inh	9	-43	-4	-1	13	4	-17	11	-82	-2	-64	-34
SRC2 inh	-13	-29	-10	-6	-4	3	-9	18	-19	-26	-41	-3
TRAIL sens C8	38	-5	9	-14	-3	-2	6	10	71*	7	40	-6
LRH-1 inv ag	5	0	3	12	-9	1	-1	-1	-79	7	-11	-7
CF NFkB block	29	-4	-3	-20	-5	-19	-8	-4	-60	-10	-56	5
TROY signal inh	-10	-4	14	2	10	-3	10	28	33	-13	-38	19
KKLEB cytotox	-15	-2	7	-5	2	-1	-2	-4	-24	5	-8	13
TWEAK-Fn14 inh	-1	3	26	5	-5	6	4	14	73*	-4	-53	1
SRC3 inh	14	14	-4	-12	9	-19	2	7	-67	-10	-58	-2
EBV LMP1 NFkB	2	-1	-5	6	-1	1	2	-4	13	-5	-31	-5

Compound activity from PubChem BioAssay.

Not a hit list. Share with any hit: about 4.2%.
